# Compound activity (PubChem BioAssay)
# GSTO1 inh = counter-screen for RBBP9 inhibitors: inhibitors of human GSTO1 | 300,000 tested, 1.1% active | inhibition, % at 5.96 µM | recombinant GSTO1, activity-based probe fluorescence polarization;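 active = inhibition above the campaign mean inhibition plus 3 SD, cut at about 35% in these data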;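 also: 0% = GSTO1-1 with DMSO and 100% = wells lacking GSTO1-1 enzyme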
# LYPLA1 inh = LYPLA1 (human) inhibition in PME1 counter-screen; O75608; recombinant LYPLA1, FP-Rh probe fluorescence polarization; inhibition, % at 5.9 µM; 320,000 tested, 0.16% active;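 active = inhibition above the mean of all tested compounds plus 3 SD, set per campaign, cut at about 14% in these data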;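 also: inhibitors block serine hydrolase probe labeling of LYPLA1 so polarization falls; 0% = enzyme with DMSO and 100% = wells lacking LYPLA1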
# PAFAH2 FP inh = inhibitors of human PAFAH2 | recombinant PAFAH2, FP-rhodamine activity probe, fluorescence polarization | 340,000 tested, 0.99% active | inhibition, % at 3.39 µM | Q99487;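 active = inhibition above the mean over all tested compounds plus 3 SD, cut at about 30% in these data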;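 also: inhibitors block probe labeling of enzyme so polarization drops; 0% = enzyme with DMSO and 100% = wells lacking PAFAH2 protein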
# PREPL inh = inhibits the human prolyl oligopeptidase-like enzyme. inhibition, % at 5.96 µM. Q4J6C6. 320,000 tested, 0.68% active. recombinant PREPL, fluorescence polarization activity-based probe; in the data active = inhibition above about 43%;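 also: 0% = enzyme with DMSO and 100% = wells lacking enzyme; many of its hits are not listed in these tables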
# PAFAH1B2 inh = PAFAH1B2 (human) inhibition; P68402; recombinant PAFAH1B2, FP-rhodamine activity probe, fluorescence polarization; inhibition, % at 3.39 µM; 340,000 tested, 1.2% active; AID 492953;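 active = inhibition above the mean of all tested compounds plus 3 SD, cut at about 24% in these data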;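 also: 0% = enzyme with DMSO and 100% = wells lacking PAFAH1B2; many of its hits are not listed in these tables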
# Target sequence (P68402 whole entry, looked up): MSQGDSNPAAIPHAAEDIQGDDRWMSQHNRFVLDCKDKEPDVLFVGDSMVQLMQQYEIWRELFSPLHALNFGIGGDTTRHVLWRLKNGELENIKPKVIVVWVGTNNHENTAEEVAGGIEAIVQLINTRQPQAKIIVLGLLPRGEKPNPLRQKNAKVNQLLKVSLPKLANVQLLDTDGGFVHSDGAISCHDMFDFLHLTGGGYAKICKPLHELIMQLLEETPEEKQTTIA
# PAD4 FP inh = blocks human protein arginine deiminase 4. Q9UM07. recombinant PAD4, RCA probe fluorescence polarization. inhibition, % at 6.36 µM. 330,000 tested, 0.41% active. AID 485272;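 active = percent inhibition above a cutoff equal to the mean of all tested compounds plus 3 SD, cut at about 15% in these data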;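 also: 0% = PAD4 with RCA probe and DMSO and 100% = probe without PAD4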
# pPAFAH FP inh = pPAFAH (human) enzyme inhibition. Q13093. recombinant pPAFAH, FP-rhodamine probe fluorescence polarization. inhibition, % at 3.39 µM. 330,000 tested, 1.5% active. AID 463082;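 active = inhibition above the mean inhibition across the screen plus 3 SD, cut at about 25% in these data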;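 also: inhibitors block binding of the rhodamine activity-based probe so polarization drops; 0% = enzyme with DMSO and 100% = wells lacking pPAFAH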
# Target sequence (Q13093 whole entry, looked up): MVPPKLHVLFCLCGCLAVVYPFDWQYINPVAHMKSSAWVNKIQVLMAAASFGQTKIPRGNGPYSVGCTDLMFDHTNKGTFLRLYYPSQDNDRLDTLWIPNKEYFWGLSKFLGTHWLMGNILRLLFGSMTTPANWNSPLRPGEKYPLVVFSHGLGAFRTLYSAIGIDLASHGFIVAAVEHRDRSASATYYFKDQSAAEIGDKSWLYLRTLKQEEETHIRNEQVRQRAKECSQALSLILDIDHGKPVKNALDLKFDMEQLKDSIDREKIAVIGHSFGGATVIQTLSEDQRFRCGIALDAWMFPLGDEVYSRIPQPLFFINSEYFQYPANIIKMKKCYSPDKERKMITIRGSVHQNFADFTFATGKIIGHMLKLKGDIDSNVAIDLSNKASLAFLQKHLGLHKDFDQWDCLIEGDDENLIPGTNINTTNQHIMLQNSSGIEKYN
# PAFAH1B3 inh = PAFAH1B3 (human) inhibition; inhibition, % at 3.39 µM; Q15102; recombinant PAFAH1B3, FP-rhodamine probe, fluorescence polarization; 340,000 tested, 0.28% active; AID 492972;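 active = inhibition above the screen-wide average of all tested compounds plus 3 SD, cut at about 25% in these data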;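 also: 0% = enzyme with DMSO only and 100% = wells lacking PAFAH1B3 protein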
# LYPLA2 counter = LYPLA2 (human) inhibition in PME1 counter-screen; O95372; recombinant LYPLA2, FP-Rh probe fluorescence polarization; inhibition, % at 5.9 µM; 320,000 tested, 0.38% active;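 active = inhibition above the screen-wide mean plus 3 SD, limit set per campaign, cut at about 26% in these data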;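 also: 0% = LYPLA2 with DMSO and 100% = wells lacking LYPLA2 enzyme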
# Target sequence (O95372 whole entry, looked up): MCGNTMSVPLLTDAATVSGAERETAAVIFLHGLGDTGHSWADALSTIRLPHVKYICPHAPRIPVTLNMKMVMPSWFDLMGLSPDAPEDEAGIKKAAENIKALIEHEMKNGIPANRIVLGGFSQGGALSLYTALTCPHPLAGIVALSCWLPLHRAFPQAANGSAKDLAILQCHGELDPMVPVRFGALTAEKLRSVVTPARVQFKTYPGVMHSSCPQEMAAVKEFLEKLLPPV
# An asterisk follows results filed as active; . = no result given.
SMILES,GSTO1 inh,LYPLA1 inh,PAFAH2 FP inh,PREPL inh,PAFAH1B2 inh,PAD4 FP inh,pPAFAH FP inh,PAFAH1B3 inh,LYPLA2 counter
CN(C)C(=O)CSc1nnc(Cc2ccc3c(c2)OCO3)o1,6,0,-3,4,-1,-2,1,8,-6
O=[N+]([O-])c1ccc(Cl)c(-c2ccc(/C=N/n3cnnc3)o2)c1,10,-2,4,12,5,-5,12,1,-2
O=C(NCCO)C(=O)NCC1OCCCN1S(=O)(=O)c1cc(F)ccc1F (centres undefined),-1,-1,1,-3,2,0,1,22,3
O=C(Nc1n[nH]c(=S)s1)c1ccc2ccccc2c1,8,3,1,9,2,4,1,-5,-6
CCN1CCN(C(=O)C(C)Nc2ccc(OC)cc2OC)CC1 (centres undefined),13,-3,1,50*,1,-11,1,0,-4
COC(=O)c1scc(C)c1-n1ccc(C(=O)C(=O)N(C)C)c1,-7,2,0,6,-5,0,-1,3,6
COc1ccc(/C(C)=N/Nc2nc3ccccc3nc2C)cc1OC,7,2,0,35,12,2,2,1,3
CCOCCCn1c(=S)[nH]c2cc(C(=O)N3CCN(C)CC3)ccc2c1=O,11,-1,3,-2,7,-3,-3,0,2
O=C(COc1ccc(F)cc1)NCCNC(=O)COc1ccc(F)cc1,.,.,-1,8,3,2,-1,-3,.
COC(=O)c1ccc(CNC(=O)c2cc3ccccc3oc2=O)cc1,2,0,2,-5,4,-3,2,2,-2
O=C(NCc1nnc(SCc2ccccc2)n1-c1ccc(F)cc1)C12CC3CC(CC(C3)C1)C2,-1,2,3,17,17,-4,8,0,1
COc1ccc(C(=O)N(Cc2ccccc2)c2ccc(C)cc2)cc1S(=O)(=O)N1CCOCC1,1,0,-2,14,1,-2,2,11,2
O=C1CC(SC(=NCc2ccc3c(c2)OCO3)Nc2ccccc2)C(=O)N1c1ccccc1 (centres undefined),-2,1,-8,1,-7,4,3,0,3
CCN(C(=O)CSc1nnc(-c2cccs2)n1N)c1c(N)n(Cc2ccccc2)c(=O)[nH]c1=O,-1,-3,-1,11,0,-2,1,7,0
CN(CCS(=O)(=O)c1ccc(Cl)cc1)Cc1cccnc1,-3,0,7,-3,7,3,-1,2,6
O=c1[nH]ncc(N/N=C/c2ccccc2)c1Cl,4,0,2,-4,-1,1,0,-3,-2
O=C1c2ccccc2S(=O)(=O)N1CC(O)Cn1ccc2ccccc21 (centres undefined),2,-1,-10,15,5,-9,3,-11,2
COc1cc(OC)cc(C(=O)NCCNc2nc3cc(C)cc(C)c3cc2C#N)c1,-5,-5,1,4,4,-3,-2,1,-5
COc1ccc(CCNC(=S)Nc2ccc(C(C)C)cc2)cc1,0,1,4,4,23,-1,3,-4,10
CCCC(=O)Nc1cc(C)cn(Cc2c(F)cccc2Cl)c1=O,0,3,3,-1,4,-4,0,1,3
COc1ccc(CNC(=O)CN(c2ccccc2)S(=O)(=O)N(C)C)cc1,2,0,7,11,7,-4,-1,2,4
COc1ccccc1CNC(=O)CCC(=O)N1CCOc2ccc(C)cc21,1,0,2,13,4,-3,4,10,3
O=C(Nc1ccc(N2CCOCC2)cc1)c1ccc(Cl)cc1N1CCCC1=O,.,0,9,33,2,7,3,-3,4
CCN(CC)S(=O)(=O)c1cccc(C(=O)N/N=C2\CCCC(=O)C2)c1,5,2,-4,2,-1,-5,10,13,3
CCOC(=O)C1CCCN(c2c(NCCCN(CC)c3cccc(C)c3)c(=O)c2=O)C1 (centres undefined),3,-2,-1,24,2,-4,6,2,-4
CC1CN(S(=O)(=O)c2cc(C(=O)N3CCCCC3C)ccc2Cl)CC(C)O1 (centres undefined),.,.,2,14,1,1,-4,11,.
CCC(CC)C(=O)Nc1ccc(Cl)c(Cl)c1,-12,-4,-2,-18,9,-6,-6,10,-11
O=C(COC(=O)c1n[nH]c(=O)c2ccccc12)NC1CCCCC1,.,1,3,8,10,-1,0,4,3
CCN(c1ccccc1)S(=O)(=O)c1ccc(Cl)c(NC(=O)COC(=O)c2ccc[n+]([O-])c2)c1,8,1,-2,-4,10,-1,5,12,0
COc1ccc(CNC(=O)C(C#N)c2nc3ccccc3nc2N2CCCC2)cc1 (centres undefined),-3,3,1,23,0,-4,9,8,-1
Cc1nnc(NC(=O)CSc2cn(CCNC(=O)c3ccccc3)c3ccccc23)s1,2,3,-4,-2,1,3,0,-5,2
Cc1ccc(-c2cc(C(=O)N/N=C/c3ccc(Cl)cc3)n[nH]2)o1,-2,-11,-10,13,1,1,-2,2,-14
Cc1c(-c2ccc(OCc3ccccc3)cc2)nc2ccccc2c1C(=O)O,14,1,7,-5,13,0,3,14,2
Cc1c(C(=O)Nc2nnc(SCc3ccccc3Cl)s2)cccc1[N+](=O)[O-],-13,1,27,1,3,-2,1,-1,-4
Cc1ccc(S(=O)(=O)NC(=O)COc2cc(C)ccc2C(C)C)cc1,0,-4,-1,0,9,-4,-9,13,-2
CC1CCCC(NC(=O)CCC(=O)NCc2ccccc2)C1C (centres undefined),-1,-2,6,-4,8,0,3,4,-5
COc1ccc(CNC(=O)C2CCC(CNS(=O)(=O)c3cccs3)CC2)cc1 (centres undefined),9,1,1,4,4,-3,4,11,-3
Cc1c(-c2ccccc2)oc2c(C(=O)OCC(=O)Nc3ccc(F)cc3)cccc2c1=O,1,-3,1,-2,1,0,0,1,-8
CCCS(=O)(=O)N1CCC(C(=O)NCCC(C)C)CC1,6,0,-9,-1,4,2,0,10,7
Cc1cc(=O)oc2cc(Oc3ncccc3[N+](=O)[O-])ccc12,-2,6,5,4,8,-4,6,8,6

# Reformatted tab-delimited: 5 of the compounds above
canonical_smiles	GSTO1 inh	LYPLA1 inh	PAFAH2 FP inh	PREPL inh	PAFAH1B2 inh	PAD4 FP inh	pPAFAH FP inh	PAFAH1B3 inh	LYPLA2 counter
Cc1ccc(S(=O)(=O)NC(=O)COc2cc(C)ccc2C(C)C)cc1	0	-4	-1	0	9	-4	-9	13	-2
CCOCCCn1c(=S)[nH]c2cc(C(=O)N3CCN(C)CC3)ccc2c1=O	11	-1	3	-2	7	-3	-3	0	2
COc1ccc(CCNC(=S)Nc2ccc(C(C)C)cc2)cc1	0	1	4	4	23	-1	3	-4	10
CCCS(=O)(=O)N1CCC(C(=O)NCCC(C)C)CC1	6	0	-9	-1	4	2	0	10	7
COc1ccc(CNC(=O)C2CCC(CNS(=O)(=O)c3cccs3)CC2)cc1 (centres undefined)	9	1	1	4	4	-3	4	11	-3

# Part of the list above in a different format:
canonical_smiles | GSTO1 inh | LYPLA1 inh | PAFAH2 FP inh | PREPL inh | PAFAH1B2 inh | PAD4 FP inh | pPAFAH FP inh | PAFAH1B3 inh | LYPLA2 counter
Cc1c(C(=O)Nc2nnc(SCc3ccccc3Cl)s2)cccc1[N+](=O)[O-] | -13 | 1 | 27 | 1 | 3 | -2 | 1 | -1 | -4
CCOC(=O)C1CCCN(c2c(NCCCN(CC)c3cccc(C)c3)c(=O)c2=O)C1 (centres undefined) | 3 | -2 | -1 | 24 | 2 | -4 | 6 | 2 | -4

# Look-ups from the list:
# PREPL inh result of Cc1ccc(-c2cc(C(=O)N/N=C/c3ccc(Cl)cc3)n[nH]2)o1 → 13
# PAFAH2 FP inh result of Cc1cc(=O)oc2cc(Oc3ncccc3[N+](=O)[O-])ccc12 → 5
# PAFAH1B3 inh result of CCCS(=O)(=O)N1CCC(C(=O)NCCC(C)C)CC1 → 10

# (further entries)
SMILES,GSTO1 inh,LYPLA1 inh,PAFAH2 FP inh,PREPL inh,PAFAH1B2 inh,PAD4 FP inh,pPAFAH FP inh,PAFAH1B3 inh,LYPLA2 counter
COc1ccc2c(c1)[nH]c1c(=O)n(/N=C/c3ccc(OC)c(CN4CCCC4)c3)cnc12,-10,-4,-3,18,-1,2,0,0,0
O=C(Cc1ccccc1)N/N=C/c1ccc2cccc(O)c2n1,28,1,0,-8,-5,7,6,13,5
c1ccc(CCn2c(SCc3ccccc3)nnc2-c2ccncc2)cc1,1,-2,3,16,4,2,5,5,7
C[C@H](CO)N1C[C@H](C)[C@@H](CN(C)S(=O)(=O)c2ccccc2)Oc2c(NS(=O)(=O)c3ccccc3)cccc2C1=O,.,.,6,33,3,-1,-5,-1,.
CCOC(=O)C1C(=O)C=C(c2cccc(NS(C)(=O)=O)c2)CC1c1ccco1 (centres undefined),9,-2,1,-4,4,2,8,7,-3
Cn1cc(CNCc2cnc3ccccn23)c(-c2ccc(Oc3ccccc3)cc2)n1,-3,1,-1,9,2,-1,-2,-1,-10
CC1CCC2(CC1)NC(=O)N(CC(=O)Nc1cccc(S(=O)(=O)N3CCOCC3)c1)C2=O (centres undefined),-3,0,-1,2,1,-1,1,0,-2
Cc1ccc2nc(N/N=C/c3ccccc3C#N)nc(-c3ccccc3)c2c1,-1,-14,6,41,2,2,-5,3,-8
C=CCn1c(SCC(=O)c2ccc(Br)cc2)nnc1C(C)NC(=O)Cc1ccc(OC)cc1 (centres undefined),20,-4,-11,12,1,1,-2,8,-3
O=C(CCN1C(=O)c2ccccc2C1=O)Nc1ccc(F)cc1F,6,0,3,4,4,0,3,2,-2
CCCC(CCC)C(=O)NNc1cc(=O)c2c(=O)n(C)c(=O)n(C)c2[nH]1,7,0,4,8,4,-1,5,3,-2
CCOc1cc(C2NC(=O)NC(C)=C2C(C)=O)cc(Cl)c1OCC(=O)O (centres undefined),5,-2,1,12,12,-3,1,3,-1
Cc1[nH]c2ccc(-c3n[nH]c(=S)n3-c3ccccc3)cc2c1C,-3,-3,0,-4,1,-5,8,3,0
O=S(=O)(NCCCSc1ccccc1)c1ccccc1F,6,0,4,-11,21,-1,3,0,2
CC(C)C(NS(=O)(=O)c1cccc(C(F)(F)F)c1)C(=O)NCc1cccs1 (centres undefined),.,0,2,6,2,-4,-3,2,3
COc1ccc(C2CC(c3cccs3)=NN2C(=O)CN2CCCCC2)cc1 (centres undefined),4,4,.,-2,.,-2,3,.,4
Cc1ccc(NS(=O)(=O)c2cc(Br)cnc2N)c(Cl)c1,4,3,4,16,1,-1,-6,11,2
CC[C@@H]1[C@H]2CCCC(=O)N3CC[C@@H](C[C@@H]1OC(=O)NCc1ccccc1)[C@@H]23,6,1,-3,2,9,-1,2,3,4
CCN(CC)CCCn1c2c(c(SCC(=O)Nc3cccc4ccccc34)nc1=O)CCC2,-1,-3,32*,20,34*,5,3,36*,-5
CCc1ccc2nc(NC(=O)Cn3cnc4ccccc4c3=O)sc2c1,-5,-8,-5,-17,-5,-6,-1,0,-13

# Three of the entries above in order of the PAD4 FP inh value, ascending:
SMILES,PAD4 FP inh
CCc1ccc2nc(NC(=O)Cn3cnc4ccccc4c3=O)sc2c1,-6
CCCC(CCC)C(=O)NNc1cc(=O)c2c(=O)n(C)c(=O)n(C)c2[nH]1,-1
COc1ccc2c(c1)[nH]c1c(=O)n(/N=C/c3ccc(OC)c(CN4CCCC4)c3)cnc12,2

# An excerpt; the hit share may differ from the screen's.
